# Screening results (PubChem BioAssay)
# STK33 inh – inhibitors of purified STK33 kinase, primary screen, biochemical, ADP-Glo luminescence, homogeneous, cell-free; MBP phosphorylation; inhibition, % at 10 µM; 320,000 compounds, 0.073% hits; Serine/threonine-protein kinase 33 (Homo sapiens), Q9BYT3;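 active means inhibition at or above 25%, using the most active replicate where run in duplicate; inactive means inhibition below 25%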
# Target sequence (Q9BYT3 whole entry, looked up): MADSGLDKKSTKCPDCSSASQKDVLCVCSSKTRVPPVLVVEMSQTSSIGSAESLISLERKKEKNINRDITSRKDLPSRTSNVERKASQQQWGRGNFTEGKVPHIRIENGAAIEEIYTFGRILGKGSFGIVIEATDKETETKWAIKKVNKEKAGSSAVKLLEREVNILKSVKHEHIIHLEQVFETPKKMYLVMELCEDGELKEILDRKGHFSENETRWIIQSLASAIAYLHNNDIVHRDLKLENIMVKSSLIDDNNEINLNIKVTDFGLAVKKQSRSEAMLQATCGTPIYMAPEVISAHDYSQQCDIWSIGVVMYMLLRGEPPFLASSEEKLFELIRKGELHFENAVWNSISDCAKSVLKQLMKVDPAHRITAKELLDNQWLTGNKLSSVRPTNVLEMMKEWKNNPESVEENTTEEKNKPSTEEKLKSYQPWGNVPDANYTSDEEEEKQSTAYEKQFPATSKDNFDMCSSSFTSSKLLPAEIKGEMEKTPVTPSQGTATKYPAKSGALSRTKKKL
# OX1R antag-1 – antagonists of human orexin 1 receptor (OX1R); Orexin/Hypocretin receptor type 1 (Homo sapiens), O43613; OX1R-expressing cells, FRET antagonist read-out; inhibition, % at 6.6 µM; 330,000 compounds, 1.8% hits; AID 485270, 2010; in the data active means inhibition mostly above about 38%, no sharp cut-off; inactive means mostly below about 40%;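 further: 0% = agonist challenge alone and 100% = reference antagonist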
# Target sequence (O43613 whole entry, looked up): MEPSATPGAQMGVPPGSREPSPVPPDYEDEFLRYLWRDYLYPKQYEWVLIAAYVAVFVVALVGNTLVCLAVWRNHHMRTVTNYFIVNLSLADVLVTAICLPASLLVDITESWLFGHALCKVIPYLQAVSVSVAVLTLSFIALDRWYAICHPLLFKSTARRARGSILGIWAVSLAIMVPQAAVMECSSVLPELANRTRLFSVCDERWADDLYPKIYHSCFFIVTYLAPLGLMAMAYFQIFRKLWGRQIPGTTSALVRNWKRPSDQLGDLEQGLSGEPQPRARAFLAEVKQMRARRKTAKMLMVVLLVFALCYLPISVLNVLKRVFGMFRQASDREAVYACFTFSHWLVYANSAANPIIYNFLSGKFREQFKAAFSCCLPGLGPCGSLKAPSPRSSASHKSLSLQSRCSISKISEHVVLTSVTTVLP
# OX1R antag-2 – OX1R (HCRTR1) antagonists, primary screen, fluorescence, CHO/OX1R cells, Fluo-8 calcium, orexin A. Fluo-8 calcium fluorescence. inhibition, % at 5 µM. 330,000 compounds, 0.43% hits. AID 434989, 2010;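 active means inhibition above its plate's threshold, mean inhibition of all tested compounds on the plate plus 3 SD, cut at about 37% in these data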;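 further: 0% = orexin A challenge wells and 100% = SB-334867-A antagonist wells; not every result past the cut was called active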
# Numbers without * were called inactive; · = not tested or not shown.
# The first 7 compounds as a preview:
# Below each SMILES – STK33 inh, OX1R antag-1, OX1R antag-2
- Cc1ccc(Cl)cc1N1CCN(C(=O)Cn2ccc3ccccc3c2=O)CC1
→ -1.5, 6, -20
- COC(=O)c1ccc(N2CCC(C)CC2)c(N)c1
→ -0.1, 14, -16
- Cc1c2cn[nH]c(=O)c2c(C)n1-c1ccccc1
→ 0.6, -10, -21
- COc1cc(C(=S)N2CCC(Cc3ccccc3)CC2)ccc1OCC(N)=O
→ 0.4, 4, 5
- c1ccc(-c2cc(-c3ccncc3)nc3ccc4ccccc4c23)cc1
→ -0.2, 5, -11
- CCOc1cc(/C=N/NC(=O)c2ccc(N(C)S(=O)(=O)c3ccccc3)cc2)ccc1OC
→ -0.2, 38, 5
- CC/C(=N\NC(=O)CSCc1ccc(Cl)cc1)c1ccc2c(c1)OCCO2
→ 0.4, 21, -1

# This part in full, from the first entry:
# Below each SMILES – STK33 inh, OX1R antag-1, OX1R antag-2
- Cc1ccc(Cl)cc1N1CCN(C(=O)Cn2ccc3ccccc3c2=O)CC1
→ -1.5, 6, -20
- COC(=O)c1ccc(N2CCC(C)CC2)c(N)c1
→ -0.1, 14, -16
- Cc1c2cn[nH]c(=O)c2c(C)n1-c1ccccc1
→ 0.6, -10, -21
- COc1cc(C(=S)N2CCC(Cc3ccccc3)CC2)ccc1OCC(N)=O
→ 0.4, 4, 5
- c1ccc(-c2cc(-c3ccncc3)nc3ccc4ccccc4c23)cc1
→ -0.2, 5, -11
- CCOc1cc(/C=N/NC(=O)c2ccc(N(C)S(=O)(=O)c3ccccc3)cc2)ccc1OC
→ -0.2, 38, 5
- CC/C(=N\NC(=O)CSCc1ccc(Cl)cc1)c1ccc2c(c1)OCCO2
→ 0.4, 21, -1
- NC(=O)CCC1NC(=S)N(Cc2ccccc2)C1=O (configuration not stated)
→ -1.3, 11, -11
- CCC(=O)N1CCc2cc(Br)cc(S(=O)(=O)N3CCC(C(=O)NC(C)(C)C)CC3)c21
→ 0.2, 5, -13
- COc1ccc(CN(C)C(=O)c2cc(-c3ccc(C)cc3C)nc3ccccc23)c(OC)c1OC
→ 0.3, 43*, 4
- CCOc1ncccc1C(=O)OCC(=O)Nc1cccc(S(N)(=O)=O)c1
→ -0.2, 5, -2
- COc1ccccc1C(=O)N/C(=C\c1ccccc1)C(=O)NC(Cc1ccccc1)C(=O)O (configuration not stated)
→ -0.5, 26, -19
- O=C(COC(=O)CSc1ccc2ccccc2c1Br)NC1CC1
→ -2.4, 1, -6
- Cc1sc2ncnc(OCC(=O)c3ccc(S(=O)(=O)N4CCCC4)cc3)c2c1C
→ -0.8, 0, -10
- O=C(CN1C(=O)C2C3C=CC(C3)C2C1=O)Nc1ccc(S(=O)(=O)Nc2nccs2)cc1 (configuration not stated)
→ -3.9, 21, 4

# The list goes on.
# Below each SMILES – STK33 inh, OX1R antag-1, OX1R antag-2
- COc1cc(C(=O)OCC(=O)N2c3ccccc3NC(=O)C2(C)C)ccc1OCC(C)C
→ -1.7, 56*, 28
- Cc1ccc(NC(=O)CN(C)Cc2ccc(Cl)cc2)cc1
→ -1.5, 12, -24
- CN1C2CCC1/C(=C/c1cccn1C)C(=O)/C2=C\c1cccn1C
→ -1.5, 37, 38
- COc1ccc(N(CC(=O)Nc2cccc3ccccc23)S(C)(=O)=O)cc1
→ -0.8, 17, 1
- COc1cccc(C(=O)N(C)C(C)c2nc3ccccc3s2)c1 (configuration not stated)
→ -1.9, 19, -28
- O=C(NCc1ccco1)[C@@H]1CSC2c3ccccc3C(=O)N21 (some centres not stated)
→ 0.7, 13, -13
- CC(C)(C)c1cc(=O)n(-c2ccccc2)[nH]1
→ -1.5, 10, 28
- CCN1CCN(C(=O)CS(=O)Cc2nc(-c3cccc(C)c3)oc2C)CC1 (configuration not stated)
→ 0.9, 3, -15
- C/C(CC(=O)Nc1ccc2c(c1)OCO2)=N\NC(=O)c1ccccc1N
→ -0.4, 11, -32
- Cc1ccccc1CC1SC(N=C(N)N)=NC1=O (configuration not stated)
→ -0.7, 29, 6
- CCN(c1ccccc1)S(=O)(=O)c1cc(OC)ccc1OC
→ -1.6, 4, -16
- CCc1cccc(C)c1NC(=O)CSc1nnc(-c2cc3cc(Br)ccc3o2)n1CC
→ -0.2, 27, -29
- Clc1ccccc1-c1nnc2sc(C3COc4ccccc4O3)nn12 (configuration not stated)
→ -0.2, 9, -20
- O=C(C1CCN(S(=O)(=O)c2cccs2)CC1)N1CCCC(C(F)(F)F)C1 (configuration not stated)
→ -0.6, -7, -2
- Cc1ccnc(NS(=O)(=O)c2ccc(NC(=O)/C=C/c3cccs3)cc2)n1
→ -0.2, 11, -5

# (cont.)
# Below each SMILES – STK33 inh, OX1R antag-1, OX1R antag-2
- Cc1cc([N+](=O)[O-])c(NCCCCCCO)c([N+](=O)[O-])c1
→ -0.7, 26, -5
- COc1ccc2c(c1)cc(C(O)c1ccccn1)n2S(=O)(=O)c1ccccc1 (configuration not stated)
→ -0.9, 15, -25
- O=C1CN(C(=O)c2cc(F)cc(F)c2)c2ccccc2N1
→ -0.7, 24, -6
- O=C(c1ccccc1F)N1CCN(c2ccc([N+](=O)[O-])cc2-n2cccc2)CC1
→ -0.1, 33, -11
- O=C(Nc1ccn(Cc2ccccc2)n1)c1cccc(Cn2cc([N+](=O)[O-])cn2)c1
→ -0.8, 19, -18
- COc1cccc(NC(=O)CSc2nnc(Cc3ccc(C)cc3)c(=O)n2N)c1
→ -1.0, 16, -16
- CC(=O)c1cnc(-c2ccccn2)s1
→ 0.8, 37, -10
- CCCCn1c(=O)[nH]c(=O)c2c(C(=O)OCC)cc(-c3ccc(OC(F)F)cc3)nc21
→ -5.4, 8, -12
- C=CCn1c(=NC(=O)c2ccccc2[N+](=O)[O-])sc2cc(S(C)(=O)=O)ccc21
→ -1.8, 27, 16
- COc1ccc(NC(=O)c2c(C)noc2C(C)C)cc1S(=O)(=O)N1CCCCC1
→ -2.0, 5, -5
- Cc1sc2nc[nH]c(=O)c2c1-c1ccc(F)cc1
→ -0.9, 23, -16
- CCOC(=O)C1CCN(CC(=O)N2CCc3ccccc32)CC1
→ 0.0, 9, -9
- O=S(=O)(Nc1nc2cc3c(cc2nc1Cl)OCCO3)c1ccccc1
→ -0.3, 7, -11
- COc1cc(/C=C/C(=O)N2CCN(C)CC2)cc(S(=O)(=O)N2CCc3ccccc32)c1OC
→ 0.1, 19, -24
- C=CCn1c(-c2ccccc2)c[nH]c1=S
→ -0.4, 14, -9

# (more compounds)
# Below each SMILES – STK33 inh, OX1R antag-1, OX1R antag-2
- Cc1sc2ncnc(SCC#N)c2c1C
→ 1.0, 14, -41
- COc1ccc(CCNC(=O)C2CC2)cc1OC
→ 0.2, 13, -8
- CCOC(=O)c1c(C)c(C(=O)NCc2cccnc2)c(C)n1C
→ -0.7, -3, -13
- CC(C)(CO)NC(=O)C(Cc1ccccc1)N1C(=O)c2ccccc2C1=O (configuration not stated)
→ -0.8, 0, -9
- c1ccc(N2CC[N+]3(CCCC3)CC2)nc1
→ -1.7, 12, 1
- CCCCNc1c(-c2ccc(OC)c(SC(C)CC)c2)nc2ccc(Cl)cn12 (configuration not stated)
→ -1.8, 15, -18
- N#Cc1cnn2ccc(-c3ccc4c(c3)CCC4)nc12
→ -0.6, 8, -26
- CC(=O)Nc1ccc(C(=O)COC(=O)c2c(C)noc2C)c(F)c1
→ -1.1, 4, -4
- C=CCN1C(=O)c2cccc3c(N4CCCCC4)ccc(c23)C1=O
→ -0.8, 31, 6
- O=C(Nc1ccc(F)cc1)N1CCC(c2nc3c(nnn3Cc3ccccc3Cl)c(=O)[nH]2)CC1
→ 2.0, 29, -2
- Cc1cccc(OCC(O)CN2C(C)(C)CC(O)CC2(C)C)c1C (configuration not stated)
→ -1.6, 13, -13
- CCN(CC)S(=O)(=O)c1ccc(N(C)CCc2ccc(OC)c(OC)c2)nc1
→ 0.2, 28, -17
- Cc1ccc(NC(=O)CCCNC(=O)c2ccc(Cl)cc2)c(Br)c1
→ -1.6, -1, -38
- COc1ccc(Oc2ccc(-c3ccn[nH]3)cc2)cc1
→ -1.8, 20, -15
- CCCCn1c(N)c(N(CC(C)C)C(=O)c2ccc(Cl)c(S(=O)(=O)N3CCCC3)c2)c(=O)[nH]c1=O
→ 0.0, 3, -18

# Later entries
# Below each SMILES – STK33 inh, OX1R antag-1, OX1R antag-2
- Cn1nnnc1SCC(=O)N1CCN(S(=O)(=O)c2ccc(Cl)cc2)CC1
→ -1.5, 8, -18
- O=C(Nc1ccccn1)c1cc(-c2cccc(Cl)c2)nc2ccccc12
→ -0.7, 9, -27
- COc1ccc(CC2(CO)CCN(C(C)Cc3ccc(Cl)cc3)CC2)cc1 (configuration not stated)
→ -0.4, 5, -31
- Cc1ccccc1Nc1nnc(SCC(=O)Nc2ccccc2[N+](=O)[O-])s1
→ 0.5, 26, 1
- O=C(NCC1CCCO1)c1cc(C(=O)C2CCCCC2)c[nH]1 (configuration not stated)
→ -0.4, 31, -16
- COC(CNc1ncnc2sc(-c3ccccc3)cc12)OC
→ 1.7, 6, -38
- COc1ccccc1N1CCN(C2CCN(S(=O)(=O)c3ccc(C)cc3)CC2)CC1
→ -2.4, 16, -25
- COC(=O)c1sccc1NC(=O)c1cccc(Cl)c1
→ -2.7, 4, -21
- O=C(C[n+]1ccc2ccccc2c1)c1cccc2ccccc12
→ 1.6, 20, -32
- CCc1ccc(OCC(=O)Nc2ccncc2)cc1
→ -0.5, 18, 5
- CCCCn1c(S(=O)(=O)O)nc2ccccc21
→ -1.5, 1, -11
- CC1CCC(N2CCN(c3ncccn3)CC2)C1 (configuration not stated)
→ -0.3, 19, -12
- O=C(O)c1ccc(-c2nc(-c3ccccc3)c(-c3ccccc3)[nH]2)cc1
→ -1.6, 18, -4
- Cc1nc(N/N=C/c2ccccn2)sc1C
→ 5.9, 49, 5
- Cc1cccc(/C=C2\Sc3ccc(C(=O)NCC4CCCO4)cc3N(C)C2=O)c1 (configuration not stated)
→ -0.4, 17, -24

# More results.
# Below each SMILES – STK33 inh, OX1R antag-1, OX1R antag-2
- Cc1ccccc1NC(=O)C1CCCN(c2ncnc3onc(-c4ccc(F)cc4)c23)C1 (configuration not stated)
→ -2.4, 13, -16
- C[C@H](CO)N1C[C@H](C)[C@@H](CN(C)C(=O)Nc2ccc3c(c2)OCO3)Oc2ccc(NC(=O)Cn3cnnn3)cc2C1=O
→ -0.8, 5, 8
- Fc1cccc(NCc2cn3ccccc3n2)c1
→ -0.9, 1, -28
- COC(=O)c1ccccc1NC(=S)NC(C)=O
→ -1.0, 5, -8
- Cc1c(C)c2c(OCC(=O)NCCCO)cc3c(c2oc1=O)CCC(C)(C)O3
→ -0.7, 13, -21
- C/C(=N\NC(=O)c1nnn(-c2nonc2N)c1COc1ccc(F)cc1)c1ccc(Cl)cc1
→ -1.0, -2, -9
- COc1ccc(NC(=O)CSc2nnc(C3CCCCC3)n2-c2ccccc2)cc1
→ -1.4, 1, -18
- Cc1nc(N2CCN(C(=O)c3ccc(Cl)cc3)CC2)c(C#N)c2c1COC(C)(C)C2
→ -3.5, 9, -22
- O=S(=O)(c1ccccc1)c1nc(-c2ccco2)oc1N1CCOCC1
→ -2.1, 13, -9
- CC(C(=O)Nc1ccc(S(=O)(=O)Nc2ncccn2)cc1)N1C(=O)c2ccccc2S1(=O)=O (configuration not stated)
→ -1.9, 14, 2
- Cc1ccc(C(=O)c2nc3c(n2O)CCCC3)cc1
→ -2.4, 10, -9
- O=c1[nH]c(CN2CCN(c3ccccc3)CC2)nc2scc(-c3ccccc3)c12
→ -0.2, 28, 6
- COc1cc(C(=O)NC(CCSC)C(=O)OCC(=O)C(C)(C)C)cc(OC)c1OC (configuration not stated)
→ -1.5, 18, -15
- O=C(CSc1cn[nH]n1)Nc1nc2ccccc2s1
→ 3.1, 12, -5
- CN1CCSc2ccc(C(=O)Nc3cccc(F)c3)cc21
→ -2.3, 32, -17

# The list goes on.
# Below each SMILES – STK33 inh, OX1R antag-1, OX1R antag-2
- CCCC(=O)Nc1ccc(N2CCN(C(=O)CCC)CC2)cc1
→ -1.9, 5, -15
- CCCCc1ccc(NC(=S)NCCCN2CCOCC2)cc1
→ -0.8, 19, -32
- Cc1ccc(S(=O)(=O)Cc2ccc(C(=O)NCCCN3CCN(C)CC3)o2)cc1
→ -0.2, 6, -4
- CCN(CC)S(=O)(=O)c1ccc(OC(C)C)nc1
→ -2.2, 11, -12
- O=S(=O)(c1ccc(Oc2ccc(S(=O)(=O)N(CCO)CCO)cc2)cc1)N(CCO)CCO
→ -1.1, 5, -3
- COc1ccc(CC(=O)NC(C)(C)CC(C)=O)cc1OC
→ 1.8, 1, -20
- COc1ccc(CC2(CO)CCN(Cc3cnc(-c4ccccc4C)nc3)CC2)cc1
→ ·, 6, -21
- CCN(Cc1ccncc1)C(=O)c1cc(Br)cc(Br)c1O
→ 0.5, 8, -12
- COc1ccc2[nH]c3c(c2c1)CCN1C(=O)C(CC(=O)NC/C=C(\C)CCC=C(C)C)C[C@H](C(=O)N2CCCCC2)[C@@]31C (some centres not stated)
→ ·, 14, 51*
- O=C1N(C2CCCC2)C[C@@H]2C[C@@H](c3cn[nH]c3-c3ccc(Cl)cc3)N3CCC[C@@]123
→ 2.1, 8, -5
- Cc1cc(C)c(S(=O)(=O)NNC(=O)C2CCN(Cc3ccccc3)CC2)c(C)c1
→ -1.8, 24, -37
- Cc1cccc2cc(CN(CC3CCCO3)C(c3nnnn3Cc3ccco3)C(C)C)c(=O)[nH]c12 (configuration not stated)
→ -0.1, 3, -21
- O=c1oc(CCCO)cc2ccc(Br)cc12
→ 0.5, 2, -10
- O=C(Nc1ccc(F)c([N+](=O)[O-])c1)c1cccs1
→ -0.3, 35, -3
